Screening results deposited in PubChem BioAssay by several laboratories.
STK33 inh – inhibitors of purified STK33 kinase, primary screen, biochemical, ADP-Glo luminescence, homogeneous, cell-free; MBP phosphorylation; inhibition, % at 10 µM; 320,000 compounds, 0.073% hits;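 active means inhibition at or above 25%, using the most active replicate where run in duplicate; inactive means inhibition below 25%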
Target sequence (Q9BYT3 whole entry, looked up): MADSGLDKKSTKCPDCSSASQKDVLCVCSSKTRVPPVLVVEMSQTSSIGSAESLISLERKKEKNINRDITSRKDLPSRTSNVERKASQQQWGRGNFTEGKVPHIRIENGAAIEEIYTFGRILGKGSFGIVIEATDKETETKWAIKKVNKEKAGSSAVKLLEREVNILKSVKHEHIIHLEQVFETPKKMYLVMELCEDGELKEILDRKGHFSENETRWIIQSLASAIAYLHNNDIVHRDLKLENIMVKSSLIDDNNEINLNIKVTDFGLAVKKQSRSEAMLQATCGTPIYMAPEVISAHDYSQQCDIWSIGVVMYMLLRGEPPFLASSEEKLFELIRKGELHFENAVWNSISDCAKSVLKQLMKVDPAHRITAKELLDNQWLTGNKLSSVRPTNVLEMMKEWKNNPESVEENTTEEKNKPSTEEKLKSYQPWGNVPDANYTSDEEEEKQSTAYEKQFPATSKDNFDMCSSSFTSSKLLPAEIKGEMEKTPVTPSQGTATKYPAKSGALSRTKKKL
OX1R antag – antagonists of human orexin 1 receptor (OX1R) | OX1R-expressing cells, FRET antagonist read-out | inhibition, % at 6.6 µM | 330,000 compounds, 1.8% hits | AID 485270, 2010; in the data active means inhibition mostly above about 38%, no sharp cut-off; inactive means mostly below about 40%;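 further: 0% = agonist challenge alone and 100% = reference antagonist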
Target sequence (O43613 whole entry, looked up): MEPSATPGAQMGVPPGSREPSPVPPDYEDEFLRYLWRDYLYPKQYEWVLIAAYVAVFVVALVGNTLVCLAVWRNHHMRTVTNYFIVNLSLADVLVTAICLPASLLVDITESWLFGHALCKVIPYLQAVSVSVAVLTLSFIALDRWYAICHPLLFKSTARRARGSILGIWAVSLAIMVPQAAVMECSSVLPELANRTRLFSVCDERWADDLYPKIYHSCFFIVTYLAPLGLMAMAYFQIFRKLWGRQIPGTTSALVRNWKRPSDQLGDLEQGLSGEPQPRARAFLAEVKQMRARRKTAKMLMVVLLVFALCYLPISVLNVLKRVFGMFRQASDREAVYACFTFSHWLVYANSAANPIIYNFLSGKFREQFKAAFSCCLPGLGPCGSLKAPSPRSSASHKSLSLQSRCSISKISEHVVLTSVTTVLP
* = called active by the depositor; . = not tested or not shown.

SMILES	STK33 inh	OX1R antag
COC(=O)c1cc(OC)c(OC)cc1NC(=S)N1CCCC(CO)C1 (configuration not stated)	-0.3	9.4
O=C(NCC(=O)N(c1ccc(Cl)cc1)C(C(=O)NC1CCCC1)c1ccncc1)c1ccco1 (configuration not stated)	1.4	14.4
COc1ccc(S(=O)(=O)NNC(N)=S)cc1	-0.7	3.2
OCCOCCNc1ncnc2c1c(-c1ccccc1)cn2-c1ccccc1	0.8	4.9
CCOC(=O)C(=CNc1ccc(Cl)cn1)C(=O)OCC	2.0	3.3
CCCCOc1ccc(C(=O)NCC(=O)NNC(=O)C2COc3ccccc3O2)cc1 (configuration not stated)	-0.7	6.6
O=C(CC12CC3CC(CC(C3)C1)C2)NC(=S)NCc1ccccc1	0.7	3.1
CC(Oc1ccc2c3c(c(=O)oc2c1)CCC3)C(=O)NC1CCN(Cc2ccccc2)CC1 (configuration not stated)	-1.2	8.4
O=C1C2C(C(=O)N1/N=C/c1cc(Br)cc([N+](=O)[O-])c1O)C1C=CC2C12CC2 (configuration not stated)	-0.9	34.8
CCc1ccc(OCC(=O)N(C)C2CCS(=O)(=O)C2)cc1 (configuration not stated)	-1.4	8.8
O=C(COC(=O)c1cc(-c2ccccc2Cl)nc2ccccc12)Nc1ncc(C(F)(F)F)cc1Cl	-0.7	1.2
CC(/C=C/C=C/c1ccccc1)=N/NC(=O)CNc1ccccc1C	-0.3	4.8
COc1ccccc1NS(=O)(=O)c1ccc(O)c(C(=O)OCc2cccc([N+](=O)[O-])c2)c1	-2.8	20.7
Cc1ccccc1OCC(=O)OCC(=O)Nc1ccc(N2CCOCC2)cc1	-1.3	17.8
CCOC(=O)CN(Cc1ccc(OC)c(OC)c1)S(=O)(=O)c1ccc(OC)cc1	-0.7	27.3
COc1cccc(CNC(=O)CCn2ccc3cc(S(=O)(=O)N4CCCC4)ccc32)c1	-1.5	8.9
Cc1ccc2oc(C(=O)N3CCCCCC3)c(C)c2c1	-0.4	9.9
Cc1ccc(-n2nnnc2SCC(=O)c2cc(C)n(CC3CCCO3)c2C)cc1 (configuration not stated)	-1.2	10.2
O=C(COc1ccc(Cl)cc1)NNC(=O)c1cccnc1	-0.3	18.8
COC(=O)[C@]1(Cc2ccccc2)N[C@H](CN(C)C(=O)Nc2ccccc2)[C@@H]2C(=O)N(Cc3ccccc3)C(=O)[C@@H]21	.	8.6
O=C(Nc1ccc(Cl)cn1)c1cccc(F)c1	0.1	17.8
Cc1c(NC(=O)C23CC4CC(CC(C)(C4)C2)C3)c(=O)n(-c2ccccc2)n1C	-1.8	10.7
CN(C(=S)NC(=O)c1ccccc1Br)C1CCCCC1	-0.8	20.7
CCCN1C2CCCC1CC(NC(=O)c1ccccc1F)C2 (configuration not stated)	-2.1	29.6
Cc1cccc(OCC(=O)Nc2cc(C)ccc2O)c1	1.4	33.1

In the list so far, these contain a nitro group on carbon:
SMILES	STK33 inh	OX1R antag
O=C1C2C(C(=O)N1/N=C/c1cc(Br)cc([N+](=O)[O-])c1O)C1C=CC2C12CC2 (configuration not stated)	-0.9	34.8
COc1ccccc1NS(=O)(=O)c1ccc(O)c(C(=O)OCc2cccc([N+](=O)[O-])c2)c1	-2.8	20.7

Carrying on:
SMILES	STK33 inh	OX1R antag
CCCN(CC(=O)Nc1ccc(C(N)=O)cc1)CC(=O)Nc1ccc(Cl)cc1Cl	-0.5	9.2
Cc1cccc(-c2n[nH]c(=S)n2/N=C/c2ccc(C)s2)c1	0.8	27.7
COc1ccc(N2Cc3ccccc3C2=O)cc1	6.1	-7.4
CCOC(=O)c1sc2nc(SCC#N)n(CC3CCCO3)c(=O)c2c1C (configuration not stated)	-0.8	10.8
COc1ccc(CC2(CO)CCN(CC3=CC[C@H]4C[C@@H]3C4(C)C)CC2)cc1	.	4.0
O=C(O)Cn1nc(C(F)(F)F)c2c1CCCCC2	-0.6	-8.5
Cc1ccc(C)c(C(=O)COC(=O)c2ccccc2N2C(=O)C3C4CCC(C4)C3C2=O)c1 (configuration not stated)	-1.4	18.7
Cc1ccc(NC(=O)COc2ccccc2C(=O)Nc2ccccc2)cc1Cl	-2.1	12.5
Cn1c(/C(C#N)=C/C2CC=CCC2)nc2ccccc21 (configuration not stated)	-1.8	7.2
COc1ccc(OCCn2cnc(Cl)c2Cl)cc1	.	15.2
OCc1ncc(-c2ccccc2)s1	-0.8	-2.3
COc1ccc(-c2nc(/C=C3\C(C)=Nc4ccccc43)c(O)o2)cc1	1.4	48.7
N/C(Cc1ccc([N+](=O)[O-])cc1)=N\OC(=O)Cc1ccc(Cl)cc1	2.0	15.2
CCOC(=O)C1(Cc2ccccc2)CCN(Cc2ccc(COC)o2)CC1	1.9	17.8
CCSC1=N/C(=C\c2ccc3c(c2)OCO3)C(=O)S1	1.4	35.3
COc1ccc(CNC(=O)CN(C)S(=O)(=O)c2ccccc2)cc1	-0.2	0.7
COc1ccc(NC(=O)CCS(=O)(=O)c2cc3c(cc2C)NC(=O)CO3)cc1	-1.2	6.5
CNCC(=O)Nc1ccc(Cl)c(C(F)(F)F)c1	-1.7	27.0
COc1ccc(C2CC(c3ccccc3OC(=O)/C=C/c3ccccc3)=NN2C(C)=O)cc1 (configuration not stated)	-0.6	12.1
COc1ccccc1N1CCN(CCOc2c(OC)cccc2OC)CC1	-0.3	9.6
O=C(O)c1ccc(-n2cccn2)c([N+](=O)[O-])c1	-0.8	19.6
CCOC(=O)C1(Cc2cccc(F)c2)CCN(Cc2cnc(C)s2)CC1	-0.7	12.6
COCCn1c(-c2cc(OC)c(OC)c(OC)c2)nc2oc3cc(OC)ccc3c(=O)c2c1=O	-0.5	6.4
CCCCn1c(N)c(N(CC(C)C)C(=O)c2cccc(S(=O)(=O)N3CCN(C)CC3)c2)c(=O)[nH]c1=O	.	14.8
CC1(C)CCc2cc(CN3CCN(c4ccccn4)CC3)ccc2O1	-0.7	2.3

Laid out differently: 5 of the compounds above
Every second line gives: STK33 inh	OX1R antag
COc1ccc(-c2nc(/C=C3\C(C)=Nc4ccccc43)c(O)o2)cc1
  1.4	48.7
CCSC1=N/C(=C\c2ccc3c(c2)OCO3)C(=O)S1
  1.4	35.3
CCOC(=O)C1(Cc2ccccc2)CCN(Cc2ccc(COC)o2)CC1
  1.9	17.8
COc1ccc(NC(=O)CCS(=O)(=O)c2cc3c(cc2C)NC(=O)CO3)cc1
  -1.2	6.5
CC1(C)CCc2cc(CN3CCN(c4ccccn4)CC3)ccc2O1
  -0.7	2.3

New compounds follow.
SMILES	STK33 inh	OX1R antag
COc1ccc(-c2cccc(-c3cc(=O)oc4cc(OC)cc(OC)c34)c2)cc1	.	-2.3
CCCn1c(CCC(=O)O)nc2cc(S(=O)(=O)N(CC)CC)ccc21	-1.0	5.1
O=S(=O)(NCCNS(=O)(=O)c1cccs1)c1cccs1	-2.4	24.7
CCCN1CCC(N2CCN(c3ccc([N+](=O)[O-])cc3)CC2)CC1	-1.1	31.0
O=C(NO)c1ccc(C(=O)N(C2CCCCC2)C2CCCCC2)cc1	-0.5	4.8
CC(=O)N1CCC(N2CCN(Cc3ccc(C)cc3)C(CCO)C2)CC1 (configuration not stated)	-1.3	5.7
COC(=O)[C@H](C)NC(=O)Nc1ccc(OC(F)(F)F)cc1	-2.5	17.7
COC(=O)C(C)Sc1nc2c(c(-c3ccc(OC)cc3)c1C#N)-c1ccccc1C2=O (configuration not stated)	-1.8	11.1
O=C(COc1ccc2c(c1)oc(=O)c1ccccc12)NCC1CCC(C(=O)O)CC1 (configuration not stated)	0.6	7.6
CCCCCn1c(=O)[nH]c2cc(C(=O)N3CCN(Cc4ccc5c(c4)OCO5)CC3)ccc2c1=O	0.3	23.2
Cc1ccc2cc(CN(Cc3ccco3)C(=O)c3ccco3)c3nnnn3c2c1	-1.6	28.6
CC(C)Oc1ccc(N2CC(C(=O)Nc3ccccn3)CC2=O)cc1 (configuration not stated)	0.6	-0.3
Cc1cc(=O)c2c(C)nn(-c3ccccc3)c2[nH]1	2.0	18.3
O=c1cc(-c2ccccc2)nc(SCc2ccc(Cl)cc2)[nH]1	-0.6	7.1
Cc1cc(C)c(-n2nnnc2SCC(=O)c2cc3ccccc3o2)c(C)c1	-0.4	12.8
COc1ccc(NC(=O)N2CCC(n3nnc4cc(C)ccc43)CC2)cc1	-0.5	12.6
CCN1C(=O)/C(=C\c2cn(CCC#N)nc2-c2ccc(F)cc2)SC1=S	-2.3	7.5
CN(c1ccccc1)S(=O)(=O)c1ccc2c(c1)oc(=O)n2C	-0.6	21.6
CCOC(=O)CSc1nc2c(c(=O)n(C)c(=O)n2C)n1Cc1ccccc1F	-1.3	9.6
COc1ccc(CCNC(=O)c2cccc(NS(=O)(=O)c3ccccc3F)c2)cc1OC	-1.5	36.9
CCN(CC)S(=O)(=O)c1ccc(Cl)c(C(=O)Oc2cccnc2)c1	-0.1	15.3
O=C(CN(C(=O)CCC(=O)Nc1nccs1)c1ccccc1F)NCCc1ccccc1	-1.0	24.3
O=S(=O)(c1ccccc1)c1nc(-c2ccco2)oc1N1CCCCCC1	0.5	28.5
CC(=O)NCCC1CCN(C(=O)c2cc(COc3ccc(C)nc3)on2)CC1	0.1	4.2
CCOc1cc(CNS(=O)(=O)c2ccc3c(c2)CC(=O)N3C)cc(OCC)c1OCC	1.9	16.6
(more compounds)
SMILES	STK33 inh	OX1R antag
CC(C)(Oc1ccc(Cl)cc1)C(=O)NCc1n[nH]c(=O)c2ccccc12	0.1	6.4
COc1ccc(C(=O)Nc2nc3c(s2)Cc2cc(OC)ccc2-3)cc1	-1.5	15.1
COCCN1C(=O)N[C@@H](c2ccccc2)[C@H](C(=O)OC)[C@H]1C	-1.2	16.4
Cc1cccc(-n2nc(C(=O)c3ccco3)cc(-c3nc4ccccc4[nH]3)c2=N)c1	-0.1	18.2
COc1ccc(/C=N/NC(=O)CCn2nc(C)cc2C)cc1	-2.2	8.6
C=CCNC(=O)C12CCC(C)(C(=O)C1Br)C2(C)C (configuration not stated)	0.0	5.9
CCOC(=O)N1CCN(C(=O)/C(=C/c2ccc(N(C)C)cc2)NC(=O)c2ccccc2)CC1	0.2	1.4
Cc1cccc(C(=O)NCC(c2ccco2)N2CCc3ccccc32)c1 (configuration not stated)	-1.0	18.0
COc1ccc(CC(=O)O/N=C(\N)c2ccc(C)cc2)cc1	1.6	-1.3
CCNC(=O)CN(CCc1ccccc1)S(=O)(=O)c1ccc(OC)cc1	-0.3	13.6
CCOC(=O)N1CCN(C(=S)NC(=O)c2cccc(OC)c2)CC1	0.0	4.0
CN(C(=O)CSc1nnc(-c2ccco2)o1)C1CCCCC1	-1.2	-3.8
O=C(O)C1(c2ccccc2)CCN(S(=O)(=O)c2cccs2)CC1	-0.1	9.5
COC(=O)CCNC(=O)Cn1cnc2sc3c(c2c1=O)CCCC3	0.6	29.8
Cn1c(-c2cc(Br)ccc2O)n[nH]c1=S	0.8	5.1
CC(C)OCCCNC(=O)C1CC(=O)N(CCc2ccc(F)cc2)C1 (configuration not stated)	-1.4	6.2
Cc1noc(-c2ccc(Cl)cc2)c1C(=O)O/N=C(\N)c1ccc(C(C)(C)C)cc1	-2.5	10.6
CCCN(CC1CC1)C(=S)Nc1ccc(Oc2ccccc2)cc1	-0.7	4.7
Cc1cc(C)cc(N2C(=O)CN(Cc3sccc3C)C2=S)c1	-2.6	16.6
Cc1noc(C)c1S(=O)(=O)N1CCCC1C(=O)NC(C)(C)C (configuration not stated)	-0.5	27.4
Cc1nc2ccc(C(=O)N3c4ccccc4CC3C)cc2s1 (configuration not stated)	-0.9	20.4
COc1ccccc1CNS(=O)(=O)c1cc(C)ccc1OC	-1.5	26.2
CCOc1ccc(-n2c(=O)c3sccc3n(CC(=O)NCc3ccco3)c2=O)cc1	-0.2	9.2
N#CC1(Cc2ccccc2Cl)c2ccccc2C=CN1C(=O)c1ccccc1 (configuration not stated)	0.4	43.3
C=CCN1C(=O)C2(c3ccccc31)C1CCCC=C1C(C#N)=C(N)C2(C#N)C#N (configuration not stated)	0.8	7.1

Continued, starting with the last two of the part before.
SMILES	STK33 inh	OX1R antag
N#CC1(Cc2ccccc2Cl)c2ccccc2C=CN1C(=O)c1ccccc1 (configuration not stated)	0.4	43.3
C=CCN1C(=O)C2(c3ccccc31)C1CCCC=C1C(C#N)=C(N)C2(C#N)C#N (configuration not stated)	0.8	7.1
CC1CCc2c(C(=O)N3CCN(S(=O)(=O)c4cccs4)CC3)csc2C1 (configuration not stated)	-0.3	16.8
COc1ccccc1NS(=O)(=O)c1ccc(NC(C)=O)cc1	-0.4	23.1
COc1ccc(/C=C/C(=O)Nc2ccccc2C(=O)N2CCCC2)cc1	-1.9	14.1
CCN(C(=O)CSc1nc2nc(C)cc(C)n2n1)c1ccccc1	-0.4	10.2
Cc1ccc(NC(=O)CC(NCC2CCCO2)C(=O)O)cc1C (configuration not stated)	-1.0	2.6
COc1ccc(-c2cc(C(F)(F)F)nc(SCC(=O)Nc3ccc4c(c3)OCO4)n2)cc1OC	.	11.1
Cc1ccc(C(=O)CSc2nc3ccccc3c(=O)[nH]2)cc1C	-0.5	48.4*
c1ccc(CNc2nc3ccccc3n3cnnc23)cc1	-0.7	18.7
COc1ccc(OCC(=O)Nc2ccc(N3CCOCC3)cc2)c([N+](=O)[O-])c1	0.0	23.9
COc1ccc(CCNC(=O)CNS(=O)(=O)c2ccc(Br)s2)cc1OC	-0.7	10.3
CC1CCCN(C(=O)CCNS(=O)(=O)c2ccc3c(c2)c(=O)n(C)c(=O)n3C)C1 (configuration not stated)	0.1	16.1
O=C(COC(=O)C1c2ccccc2Oc2ccccc21)NC1CCS(=O)(=O)C1 (configuration not stated)	0.3	15.5
COc1ccc(-c2cc(C(=O)Nc3c(C)nn(Cc4ccccc4Cl)c3C)no2)cc1OC	-2.0	11.3
Cc1cc2ncn(/N=C/c3ccc([N+](=O)[O-])s3)c2cc1C	-0.9	10.8
O=C(CNC(=O)CNC(=O)c1ccc(Cl)cc1Cl)NCc1cccc(Cl)c1	-1.6	18.1
CN1CCN(CC(=O)N/N=C/c2ccc(F)c(F)c2)CC1	-0.6	-1.8
Cc1nc(NC(=O)c2cccnc2)ccc1Br	-2.7	9.9
Cn1c2ccccc2c2cc([N+](=O)[O-])ccc21	-0.6	14.9
